PfHsp40 yeast: rescue of PfHsp40-mediated yeast toxicity. AID 504582. growth rescue, % at 12.5 µM. actives 0.68% (n = 340,000). S. cerevisiae expressing PfHsp40, growth rescue, ATP luminescence; in the data active = growth rescue above about 28%, passing the limit was not always enough; inconclusive = no clear call, values can overlap the other calls;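 note: yeast W303a lacking pdr1 and pdr3 grown in galactose medium; growth measured after three days at 30 °C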
CCHFV vOTU inh: CCHFV vOTU protease inhibition; inhibition, % at 11.5 µM; AID 651958; actives 0.55% (n = 370,000); Pep-AMC fluorescence; in the data active = inhibition above about 30%; note: 0% = vehicle wells with enzyme and 100% = no enzyme wells
BH1578 lux ind: quorum light induction in luxS cqsA deficient V. cholerae | V. cholerae BH1578 lux reporter, luminescence, 6 h | activation, % at 18.7 µM | actives 0.16% (n = 350,000) | AID 588436; in the data active = activation mostly above about 9.7%, no sharp cut-off; inconclusive = no clear call, values can overlap the other calls; inactive = mostly below about 3.7%; note: not every result past the cut was called active; inactives centre near 0; reference of the scale not given here
BoNT A protease: BoNT A light chain protease inhibition; multiplex microsphere protease substrate cleavage, flow cytometry; inhibition, % at 10 µM; actives 0.17% (n = 360,000); AID 588499; note: plate controls were buffer without enzyme for full effect and enzyme alone for no effect
Anthrax LF prot: blocks Bacillus anthracis lethal factor protease; actives 0.12% (n = 360,000); AID 588501; inhibition, % at 10 µM; multiplex microsphere protease cleavage assay, LF; P15917; note: plate controls were buffer without enzyme for full effect and enzyme alone for no effect
Target sequence (P15917 whole entry, looked up): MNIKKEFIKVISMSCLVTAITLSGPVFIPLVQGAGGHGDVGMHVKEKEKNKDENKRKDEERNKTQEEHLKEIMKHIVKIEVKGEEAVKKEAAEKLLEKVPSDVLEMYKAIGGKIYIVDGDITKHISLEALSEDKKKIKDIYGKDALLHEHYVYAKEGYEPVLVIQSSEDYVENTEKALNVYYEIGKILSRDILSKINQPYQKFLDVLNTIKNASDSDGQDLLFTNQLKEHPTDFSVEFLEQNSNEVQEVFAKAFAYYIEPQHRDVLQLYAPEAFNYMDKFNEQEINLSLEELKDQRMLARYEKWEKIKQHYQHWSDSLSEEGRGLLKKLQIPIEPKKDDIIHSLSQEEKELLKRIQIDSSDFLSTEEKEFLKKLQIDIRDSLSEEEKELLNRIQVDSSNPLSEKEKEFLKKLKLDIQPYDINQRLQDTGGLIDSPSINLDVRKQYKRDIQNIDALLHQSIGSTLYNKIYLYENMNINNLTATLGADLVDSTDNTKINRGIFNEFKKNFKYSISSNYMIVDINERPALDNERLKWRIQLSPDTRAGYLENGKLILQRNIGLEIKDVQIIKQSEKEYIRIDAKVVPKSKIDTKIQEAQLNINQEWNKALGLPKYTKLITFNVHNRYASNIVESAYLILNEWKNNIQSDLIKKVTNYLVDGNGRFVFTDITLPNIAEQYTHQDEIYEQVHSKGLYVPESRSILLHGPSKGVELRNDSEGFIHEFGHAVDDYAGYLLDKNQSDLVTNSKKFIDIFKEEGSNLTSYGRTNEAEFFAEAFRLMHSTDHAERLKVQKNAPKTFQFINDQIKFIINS
TcdB inh: blocks C. difficile toxin B glycohydrolase activity. actives 0.24% (n = 350,000). TcdB glycohydrolase enzymatic assay, plate reader. inhibition, % at 9.99 µM. P18177; in the data active = inhibition above about 10%
PriA SSB inh: K. pneumoniae PriA-SSBct interaction inhibition | AlphaScreen SSBct-PriA binding, biotinylated peptide | inhibition, % at 33 µM | actives 0.6% (n = 430,000); in the data active = inhibition mostly above about 37%, no sharp cut-off; inactive = mostly below about 20%;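 note: plate controls were negative control peptide for no effect and reference peptide for full effect; strong numbers were not always called active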
DUSP3 inh: blocks human VHR1 dual specificity phosphatase; P51452; recombinant VHR phosphatase, pNPP absorbance; inhibition, % at 13.3 µM; actives 0.52% (n = 290,000); AID 1654; in the data active = inhibition above about 50%; note: some compounds called inactive have numbers as strong as hits
Target sequence (P51452 whole entry, looked up): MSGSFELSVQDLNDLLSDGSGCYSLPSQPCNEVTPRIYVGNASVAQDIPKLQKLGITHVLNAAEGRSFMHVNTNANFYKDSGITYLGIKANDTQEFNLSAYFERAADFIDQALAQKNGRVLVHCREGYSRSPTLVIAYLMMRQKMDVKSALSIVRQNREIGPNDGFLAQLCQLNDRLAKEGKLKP
SARS 3CLpro inh: SARS-CoV 3CLpro protease inhibition; actives 0.14% (n = 290,000); inhibition, % at 6 µM; recombinant SARS-CoV 3CLpro, quenched FRET peptide cleavage; P0C6X7; in the data active = inhibition above about 12%
Yp Topo-I inh: Y. pestis Topo-I inhibition via cleavage products; Y. pestis Topo-I cleavage product accumulation, plate reader; activity, % at 10 µM; actives 0.064% (n = 360,000); AID 504884; in the data active = activity above about 50%, passing the limit was not always enough; inconclusive = no clear call, values can overlap the other calls; note: inactives centre near 2
Starred values were filed as active, the others as inactive; i = inactive; ? = inconclusive; . = no result given; & = joins results of further samples. Cut-off read from the data, not from the text of the source, unless noted: active = inhibition above about 30%; inconclusive = no clear call, values can overlap the other calls; inactive = below that. Not all compounds are listed; the hit share may differ from the screen's.

The line under a structure holds: PfHsp40 yeast, CCHFV vOTU inh, SARS 3CLpro inh, BoNT A protease, BH1578 lux ind, PriA SSB inh, Anthrax LF prot, Yp Topo-I inh, DUSP3 inh, TcdB inh
> CCOC(=O)Nc1ccc(OC)c([N+](=O)[O-])c1
    -0.6, -9, 2, -0.2, -0.5, -3, 2, 5, 17, 0.9
> CSc1c(CC(=O)Nc2ccccc2C(F)(F)F)n(Cc2ccccc2)c2ccccc12
    -0.3, 1, -5, -0.9, 0.6, -9, -1, 1, 6, .
> O=c1cc(N2CCOCC2)[nH]c(=O)n1Cc1ccc(F)cc1
    0.1, 6, 0, -0.3, -0.2, -12, -2, 1, 21, 2.2
> Cc1cccc(CN2CCN(Cc3ccc(-n4cccn4)cc3)CC2CCO)n1 (stereo not drawn)
    -0.1, 3, -2, 0.5, -0.8, -9, -8, 3, 10, 0.5
> CCC(=O)c1c[nH]c(C(=O)N2CCN(c3ccccc3)CC2)c1
    -0.9, -4, 1, -2.4, i, -4, 4, 2, 26, -1.7
> COc1ccc(S(=O)(=O)N2CCN(C(=S)NCC3CCCO3)CC2)cc1OC (stereo not drawn)
    1.3, 12, -9, 2.2, i, -4, 0, 6, 15, 1.7
> CCCCCCCNC(=O)c1ccc(N2CCC3(CC2)OCCO3)c([N+](=O)[O-])c1
    ?, 15, 6, -0.5, -0.7, 19, -2, 32, 13, 0.8
> c1ccc2sc(-c3ccncc3)nc2c1
    1.3, 0, -4, -0.2, i, -9, 2, 5, -19, -0.8
> Cc1cccc2nc(-c3cccnc3)c(NCCC(C)C)n12
    0.5, -26, 1, -0.5, i, 23, -2, 1, 19, -7.1
> O=S(=O)(c1ccc2c(c1)CCC2)N1CCNCC1
    -0.4, -7, ., ., -1.4, 1, ., 4, ., 1.1
> Cc1ccc2c(C(=O)CNc3nncs3)c(C)[nH]c2c1
    -1.0, -4, 3, -0.4, -2.0, 8, -2, 3, 13, -0.1
> CC1=NN(c2ccccc2)C(=O)C1(C)C
    -1.2, 10, -6, 0.4, ., -13, 2, 2, 40, .
> CCOC(=O)C(C)Sc1nnc(Cn2c(=O)sc3ccccc32)n1-c1ccccc1 (stereo not drawn)
    -0.9, 4, -2, -0.1, i, -5, -10, 12, -4, 1.3
> CCOc1ccc(NC(C)=O)cc1[N+](=O)[O-]
    -1.0, -5, 1, -1.0, -0.5, 5, 2, -2, 22, 0.4
> CC(OC(=O)Cc1ccccc1F)C(=O)Nc1ccc(Cl)cn1 (stereo not drawn)
    ., 11, ., ?, i, -7, ?, -5, ., 1.7
> COc1cccc2c1N1C(=O)c3c(C(=O)O)cccc3C1CC2(C)C (stereo not drawn)
    -1.4, -4, -3, -0.4, i, -12, 2, 2, 18, .
> COc1ccccc1-c1cc(NC(C)=O)c2ncc(-c3ccc(F)cc3)n2c1
    ., 15, ., -0.7, -0.2, ., -4, 47, ., -1.6
> CC(C)NS(=O)(=O)c1ccc(N2C(=O)c3ccccc3C2=O)cc1
    1.8, -4, 3, 3.2, -0.1, -1, -3, 3, 37, 1.3
> COc1ccc(Cc2cc(-c3ccc(F)cc3)n[nH]c2=O)cc1
    -0.7, 1, 1, -0.7, -0.7, -4, 1, -3, 12, 0.5
> O=C(NC1CC1)[C@@H]1CSC2c3ccccc3C(=O)N21 (stereo partly drawn)
    0.9, 17, -1, 0.5, -5.6, -17, -1, 3, 0, 1.4
> COc1ccccc1C(=O)Nc1cccc(S(=O)(=O)N2CCCC2)c1
    0.3, -4, 1, 0.6, 0.2, -9, 1, 0, 1, 0.8
> O=Cc1c(C(=O)O)n(CC(=O)O)c2ccccc12
    0.1, 6, 13*, -0.8, 1.4, -19, -1, 1, 17, .
> CCCCCOC(=O)Nc1nnc(CCC)s1
    0.4, -1, -1, 1.6, -0.4, -13, -4, 15, 8, 1.2
> COc1ccc(/C=C/c2c([N+](=O)[O-])c(=O)n(C)c(=O)n2C)cc1O
    -0.1, 7, 6, -0.8, i, -8, 3, -7, 35, -1.7
> Cc1ccccc1C(=O)Nc1nc(SCc2ccc(Cl)cc2)n[nH]1
    -0.5, 1, 2, -0.6, -5.3, -12, -2, 31, -15, 2.0
> O=C(CSc1nccn1-c1ccccc1)Nc1ccc2c(c1)OCO2
    -0.1, 6, 2, -0.1, i, 26, -2, 5, -8, .
> COCC(=O)Nc1nnc(SCC(=O)N2C(C)CCCC2C)s1 (stereo not drawn)
    -1.1, 19, 0, -0.8, 0.2, -14, 4, 4, 26, -11
> CC(C)COC(=O)N(C)C[C@H]1OCc2cn(nn2)CCCC(=O)N([C@H](C)CO)C[C@@H]1C
    ., -10, ., -0.7, -0.3, ., 2, 8, ., 1.9&0.1
> COc1ccccc1N(CC(=O)NCCc1ccccc1)C(=O)CCC(=O)Nc1ccccn1
    0.4, 9, -3, -3.0, -0.1, -7, 1, 26, 26, 1.3
> CC(C)C(=O)NC(Oc1ccccc1Cl)C(Cl)(Cl)Cl (stereo not drawn)
    -0.1, -9, -4, -1.2, -0.4, -21, -1, 5, -3, 0.0
> CCN(C(=O)CSc1cc(-c2ccccc2)c2ccc(OC)cc2n1)C1CCS(=O)(=O)C1 (stereo not drawn)
    4.6, -1, -1, 0.1, -0.1, 0, -1, 26, 0, 0.7
> COc1ccc(-c2cccc(C3CC=CC4C3C(=O)N(Cc3ccccc3)C4c3ccc4ccccc4c3)c2)cc1 (stereo not drawn)
    -0.5, 13, ., 0.1, -0.8, 1, 1, 0, 15, -9.0
> Cc1nnc(SCC(=O)NNC(=O)COc2ccc(Cl)cc2)n1C
    0.6, 15, 2, -0.5, -0.2, -1, 2, -3, 26, -0.5
> COC(=O)c1sc(NC(=O)c2ccc3c(c2)OCO3)c(C#N)c1C
    0.1, 4, ., -0.1, 0.8, -4, -10, 0, ., -2.2
> CCN1CCN(c2ccc(S(=O)(=O)N3CCCCC3)cc2NC(=O)c2ccc([N+](=O)[O-])o2)CC1
    -1.4, -1, ., ?, -0.6, -1, ?, -13, ., -0.7
> CCC(=O)Nc1nnc(SCC(=O)NCc2ccc3c(c2)OCO3)s1
    -1.7, -7, 1, -1.7, -0.3, -5, -4, 7, 12, -0.1
> Cc1ccc(SCC(=O)NCCc2ccccc2)cc1
    -0.3, -13, 3, 4.5, -0.3, -11, -17, 2, 18, 1.4
> CCN1CCN(c2nc3ccccc3nc2C(C#N)C(=O)OC2CCCCC2)CC1 (stereo not drawn)
    0.8, -3, -2, ., -0.2, 9, ., 23, 24, .
> Cc1nnsc1C(=O)N1CCCC(Nc2ccc(C(C)C)cc2)C1 (stereo not drawn)
    -0.7, -7, -6, -1.5, -0.9, 16, -2, -6, -26, 0.5
> CC1(c2ccc3c(c2)OCO3)NC(=O)N(CC(=O)Nc2ccc(N3CCOCC3)cc2)C1=O (stereo not drawn)
    1.5, -1, -3, -0.3, i, 6, -7, 1, 8, .
> CC(C)Cn1c(/C=C/c2ccco2)nc2ccccc21
    1.9, -2, 1, 4.7, -0.4, 2, 3, -3, -8, 2.2
> COCCNC(=O)c1ccc(Cn2c(=S)[nH]c3cc4c(cc3c2=O)OCO4)cc1
    -1.6, 13, 3, 0.9, i, -3, 1, -3, 11, .
> C=CCn1c(C)cc(C(=O)CSc2nnc(Cc3ccccc3)o2)c1C
    1.4, 5, 5, -1.0, i, -10, 1, 31, 10, .
> COCCCNC(=S)N(CCO)Cc1cc2cc3c(cc2[nH]c1=O)OCO3
    -1.1, -12, 0, -3.4, -0.2, 0, -15, -4, 52*, 0.3
> COc1ccccc1NC(=O)CCCCCN1C(=O)c2cccc3cccc(c23)C1=O
    -0.2, 9, -5, -2.7, -1.3, 0, -16, 0, 6, -2.7
> COc1ccc(CNC(=O)c2csc3c2CCCC3)cc1
    2.9, 14, ., -0.8, i, -9, -7, 12, ., -0.9
> CCc1ccc(NC(=O)Cn2ncn3c(cc4ccccc43)c2=O)cc1
    1.8, 7, 0, -1.2, -2.6, 2, -1, 3, 1, -0.1
> COc1ccc(-c2cccc(NS(=O)(=O)c3ccc([N+](=O)[O-])cc3)c2)nn1
    0.4, -4, ., -4.2, 5.9, 1, -2, -4, ., 1.6
> COc1ccc(NC(=O)CC2Nc3cccc4cccc(c34)NC2=O)cc1 (stereo not drawn)
    1.3, -3, 5, -0.6, -0.3, 3, -4, -5, 13, 0.1
> COc1ccc(Cl)cc1NC(=O)Cn1nnc(C(=O)NCc2ccc3c(c2)OCO3)c1N
    4.5, 12, 1, 1.8, 0.5, -1, 0, 6, -3, 0.2
> COc1ccc(NC(=O)CCC(=O)c2cccs2)c(OC)c1
    -0.2, ., 2, 0.8, -4.5, 9, -2, 1, 18, .
> CCOc1ccc(S(=O)(=O)N2CCC(C(=O)OCc3cccc(OC)c3OC)CC2)cc1
    1.6, 15, ., -0.1, i, -3, -5, 25, ., 2.3
> COc1ccc(NC(=O)[C@@]2(CC(=O)O)CC(/C=C/c3ccccc3)=NO2)cc1
    0.1, 9, 4, 3.0, i, -30, -15, 0, 20, 0.7
> O=c1nc2n(c3ccc(Br)cc13)CCS2
    0.1, -1, -5, -2.1, -0.5, -15, -6, 3, -14, .
> CC1(C)CN=C(Nc2ccc(F)c(F)c2)S1
    -1.2, 5, -1, -0.5, i, 9, -7, 7, 34, -0.7
> CCCCC(=O)OCC(=O)c1cc(C)n(-c2c(C)n(C)n(-c3ccccc3)c2=O)c1C
    0.3, -5, -4, -0.3, ., 5, 0, -4, 22, 1.4
> CCC(=NC(C)c1ccccc1)c1c(O)n(C)c(=O)n(C)c1=O (stereo not drawn)
    0.0, 4, -2, 3.4, i, -13, -1, 13, 6, .
> CNc1nc(N)c(C(=O)C23CC4CC(CC(C4)C2)C3)s1
    2.8, 10, 2, -1.4, i, 16, 4, 6, 11, -0.7
> CCOC(=O)c1cnc(SC)nc1Oc1cccc(NS(=O)(=O)c2ccc(F)cc2)c1
    0.7, -11, -2, -0.3, i, -12, -2, -9, -4, .
> COc1cc(/C=C(\C#N)C(=O)NCCc2ccccc2)cc(OC)c1O
    0.0, 18, -2, -0.8, i, -21, -4, 9, 7, -7.1

Additional entries:
The line under a structure holds: PfHsp40 yeast, CCHFV vOTU inh, SARS 3CLpro inh, BoNT A protease, BH1578 lux ind, PriA SSB inh, Anthrax LF prot, Yp Topo-I inh, DUSP3 inh, TcdB inh
> Cc1cccc(NC(=O)C(=O)NCC2CCCN2S(=O)(=O)c2ccccc2)c1 (stereo not drawn)
    0.9, 7, ., ., -0.7, -2, ., 11, ., -1.3
> COCCn1cnnc1SCC(=O)Nc1ccccc1C(=O)Nc1ccc2c(c1)OCO2
    0.2, -5, -1, 1.2, i, -11, 1, 6, 3, .
> CC1(C)C2CCC1(CS(=O)(=O)Nc1ccccc1)C(=O)C2 (stereo not drawn)
    1.6, -14, -3, -0.5, -3.6, -14, -1, 9, 32, 5.4
> CS(=O)(=O)N1CCCC(C(=O)NCc2ccccn2)C1 (stereo not drawn)
    -2.3, -24, 2, -0.9, -0.4, 3, 1, -10, 10, -0.3
> Cc1ccc(-c2nc(N/N=C/c3cccnc3)c3ccccc3n2)cc1
    5.1, 0, 5, -0.2, i, ., 2, 0, 17, .
> COc1ccc(CNS(=O)(=O)c2c(C)[nH]c(C)c2C(=O)N2CCCC2)cc1
    -0.9, 10, 0, -1.1, -0.3, 4, 2, 6, -15, -0.9
> Cc1ccc(N(C(=O)CC2NC(=O)NC2=O)C2(C(=O)NC3CCCC3)CCCCC2)cc1 (stereo not drawn)
    -0.1, 2, 1, -1.3, -0.6, -4, -5, 13, 10, .

Reformatted in CSV form: part of the list above
SMILES,PfHsp40 yeast,CCHFV vOTU inh,SARS 3CLpro inh,BoNT A protease,BH1578 lux ind,PriA SSB inh,Anthrax LF prot,Yp Topo-I inh,DUSP3 inh,TcdB inh
COCCn1cnnc1SCC(=O)Nc1ccccc1C(=O)Nc1ccc2c(c1)OCO2,0.2,-5,-1,1.2,i,-11,1,6,3,.
CC1(C)C2CCC1(CS(=O)(=O)Nc1ccccc1)C(=O)C2 (stereo not drawn),1.6,-14,-3,-0.5,-3.6,-14,-1,9,32,5.4
